# Assay outcomes as filed in PubChem BioAssay.
# All columns: NCI-60 one-dose screen, growth in % after 48 h at 10 µM unless noted; 100 = growth as untreated, 0 = no growth, -100 = all killed.
# HL-60(TB): HL-60(TB) leukemia cells; 78,000 compounds, 9% hits; AID 1794776; active means growth percent below 10
# * marks the source's active call; other numbers are inactive results; & = joins results of further samples.
SMILES,HL-60(TB)
COc1cc2c3c(n(C)c(=O)c2cc1OC)-c1cc2c(cc1C3=O)OCO2,73.6
COc1ccc(-c2cc(/C=C3\C(=O)Nc4ccccc43)[nH]n2)cc1,91.7
O=C(c1ccccc1)C(NCCc1ccccc1)c1ccccc1 (stereo not drawn),106.4
CON1CCC[C@]2(C)[C@H]3CC[C@@H]4[C@H]5[C@H]6OC[C@@]5(CCC6(C)C)CC[C@@]4(C)[C@]3(C)CC[C@H]2C1(C)C,94.8
CCn1cc(Cc2cc(C(=O)Nc3cc4cc(OC)c(OC)cc4c(C)n3)ccc2Cl)cn1,13.9
CC(C)(C)c1cc(/C=N/NC(=O)c2ccccc2NC(=O)c2cccs2)c(O)c(C(C)(C)C)c1,14.1
COc1cc(CNC(=O)C[C@@H](C)CCC=C(C)C)ccc1O,76.4
c1ccc(C[N+]2(Cc3ccccc3)CC[N+](Cc3ccccc3)(Cc3ccccc3)[C@H]3CCCC[C@@H]32)cc1,71.1
CCCCCCCCCCCOC(=O)c1ccc(Cl)cc1,71.7
OC[C@H]1O[C@H](O[C@H]2[C@H](O)[C@@H](O)[C@H](O)O[C@@H]2CO)[C@H](O)[C@@H](O)[C@@H]1O,116.3
CC1=CN2C(=NC(c3ccc(Cl)c(Cl)c3)=CC2c2ccc(Cl)cc2)S1 (stereo not drawn),86.0
NS(=O)(=O)c1ccc(CCNC(=O)CSc2nccc(=O)[nH]2)cc1,102.3
O=C(Nc1ccc(Cl)cc1)c1cc(-c2ccc(F)cc2)c2sc(=O)[nH]c2n1,-30.6*
c1ccc(C(CN2CCCCC2)c2ccccc2)cc1,95.8
CC(=O)O[C@H]1CC[C@@]2(CCl)C(=CC[C@@H]3[C@@H]2CC[C@]2(C)C(=O)CC[C@@H]32)C1,87.4
COc1cc(/C=N/n2c(CN3CCOCC3)nc3ccccc3c2=O)cc(OC)c1OC,98.1
COc1nc(N)c(CNCc2ccccc2)c(=O)n1C,91.8
CSCC[C@H](N)C(=O)O,107.0
COC(=O)c1ccc(C2SCC(=O)N2NC(=O)C(O)(c2ccccc2)c2ccccc2)cc1 (stereo not drawn),97.4
CCOC(=O)NN(C(=O)OCC)c1ccccc1C,115.9
Cc1ccc(C(=O)c2ccc(CC(=O)NN3C(=O)C=CC3=O)n2C)cc1,100.4
O=C(NCc1ccccc1)C1=COCCS1,105.1
CCOC(=O)CCN(CCC(=O)OCC)c1ccccn1,99.8
N#CCCNC1CCCCC1,78.9
C=CCC1(CCC)C(=O)NC(=S)NC1=O,129.4
O=C(Nc1ccc(NS(=O)(=O)c2ccccc2)cc1)C12CC3CC(CC(C3)C1)C2,94.5
CN1CSC(=S)N(Cc2ccccc2)C1,79.8
NC(N)=N/N=C/c1ccc(F)cc1,91.2
Cc1ccc(OCCSC(=S)N(C)C)cc1,98.0
N/C(=N\C(N)=N\c1nc2ccccc2s1)c1ccccc1,96.4

# 3 entries out of the list, arranged by SMILES length, descending:
SMILES,HL-60(TB)
COc1cc2c3c(n(C)c(=O)c2cc1OC)-c1cc2c(cc1C3=O)OCO2,73.6
Cc1ccc(C(=O)c2ccc(CC(=O)NN3C(=O)C=CC3=O)n2C)cc1,100.4
O=C(NCc1ccccc1)C1=COCCS1,105.1

# Next part
SMILES,HL-60(TB)
Nc1nccc2c1ccn2-c1ccc(NC(=O)Nc2cccc(C(F)(F)F)c2)cc1,117.3
CN(C)CCC(c1ccc(Cl)cc1)c1ccccn1 (stereo not drawn),97.0
O=C(CSc1nnc(CN2CCN(c3cc4c(cc3F)c(=O)c(C(=O)O)cn4C3CC3)CC2)o1)c1ccc(Cl)cc1,89.9
CCOC(=O)c1c(C=O)nc2ccccc2c1/C=C/c1ccc(OC)cc1,101.8
C=C(Cl)[C@@](Cl)(CBr)CC[C@@H](Br)C(C)(C)Cl,-68.1*
CN1CCN(CCCNC(=O)c2ccc(Cl)s2)CC1,98.8
CC(=O)N1N=C(c2ccc(Nc3nc(NCCO)nc(NCCO)n3)cc2)CC1c1ccc(C(F)(F)F)cc1 (stereo not drawn),112.3
Cc1ccc(S(=O)(=O)c2c(NC(=O)c3ccc(Cl)cc3Cl)n[nH]c2Nc2ccccc2)cc1,81.4
Nc1c(Cl)c(Cl)cc(Cl)c1Cl,107.4
COc1ccc(-c2nc(-c3nonc3N)no2)cc1,100.5
O=C(CCCCCCNC(=O)C(O)(O)C(F)(F)F)Nc1nc2ccccc2s1,11.3
COC(=O)CN(Cc1cn(Cc2ccccc2)nn1)C(=O)c1cccc2c(=O)c3ccccc3n(Cc3cn(Cc4ccccc4)nn3)c12,103.2
COc1ccc2c(c1)N(CCO)C1=C(C(=O)OC1)C2c1cc(OC)c(OC)c(OC)c1 (stereo not drawn),-16.7*
C=CCC(C(=O)O)(c1ccccc1)c1ccccc1,74.7
Cc1ccc2c(c1)O/C(=C\c1ccc([N+](=O)[O-])o1)C2=O,17.2
c1ccc(C(c2ccccc2)C2CCNCC2)cc1,72.1
CC(C)(C)CC(C)(C)SSc1n[nH]c(=S)s1,98.9
COc1cc2oc(-c3cccc(C(=O)Nc4ccc(C)cc4)c3)cc(=O)c2c(OC)c1OC,7.3*
C=C(CN1CCc2c([nH]c3ccccc23)C1)c1ccc(C(=O)Nc2ccon2)cc1,99.0
CC1(C)C(C=C(Cl)Cl)C1C(=O)OCc1cccc(Oc2ccccc2)c1 (stereo not drawn),97.4
COC(=O)c1ccc(C)cc1,105.7
CCOC(=O)CC(=O)C1CC1,95.9
Cc1nc2ccccc2c(/C=C/c2ccc(Cl)cc2)c1C(=O)/C=C/c1ccccc1,5.7*
O=C(CCl)Oc1ccc(Cl)cc1,99.2
c1ccc(COc2ccc(Nc3ncnc4c3cnn4-c3ccccc3)cc2)cc1,99.8
CC(=O)OCCC(C)(C)C1CCCCC1,97.2
Cc1cc(C)nc(NS(=O)(=O)c2ccc(Nc3nc4nc(=S)[nH]c(-c5ccc(O)cc5O)c4c(=O)[nH]3)cc2)n1,124.0
O=C(Nc1nc2ccc(C(=O)N3CCN(C(=O)c4ccco4)CC3)cc2s1)c1ccc(NCCc2ccccc2)c([N+](=O)[O-])c1,98.8
Nc1nc(-c2cccnc2)nn1-c1nc2ccccc2s1,96.6
N#Cc1ccccc1C1CC(c2ccc(N3CCNCC3)cc2)=NN1 (stereo not drawn),81.6

# Random excerpt: 2 compounds from above, in no set order.
SMILES,HL-60(TB)
N#Cc1ccccc1C1CC(c2ccc(N3CCNCC3)cc2)=NN1 (stereo not drawn),81.6
O=C(CCl)Oc1ccc(Cl)cc1,99.2

# Later entries
SMILES,HL-60(TB)
COc1cc(CNS(=O)(=O)c2ccc(C)cc2)ccc1OCc1cn(-c2ccc([N+](=O)[O-])cc2)nn1,108.3
COc1cccc(-c2cc(-c3ccc(NC(=O)c4ccc(C)cc4)cc3)[nH]c(=O)c2C#N)c1,110.3
CCCC(O)CNCc1ccc2ncccc2c1 (stereo not drawn),99.7
CCC(CCNc1cc(OC)cc2cccnc12)CN1C(=O)c2ccccc2C1=O (stereo not drawn),107.5
COc1ccc(OC)c2ncccc12,98.9
COc1ccc2cc(C#Cc3ccc(-n4c(/C=C/c5cc(OC)c(OC)c(OC)c5)nc5ccccc5c4=O)c(C)c3)ccc2c1,38.7
CC(=O)OCC1O[C@@H](OC(C)=O)[C@@H](NC(=O)NS(=O)(=O)c2ccc([N+](=O)[O-])cc2)C(OC(C)=O)[C@@H]1OC(C)=O (stereo partly drawn),100.4
CCN1C(=O)N(c2ccccc2)C2C1NN=c1s/c(=C3\C(=O)N(C(C)C)c4ccccc43)c(=O)n12 (stereo not drawn),99.4
Nc1ccc(Cl)cc1N,38.4
CNC(=O)OCc1c(COC(=O)NC)c2n(c1C)CS(=O)(=O)C2,96.4

# The closing 3 entries of the part before are carried over, then new ones follow:
SMILES,HL-60(TB)
CCN1C(=O)N(c2ccccc2)C2C1NN=c1s/c(=C3\C(=O)N(C(C)C)c4ccccc43)c(=O)n12 (stereo not drawn),99.4
Nc1ccc(Cl)cc1N,38.4
CNC(=O)OCc1c(COC(=O)NC)c2n(c1C)CS(=O)(=O)C2,96.4
O=c1oc2ccc(I)cc2c(=O)n1-c1ccc(Cl)cc1F,-47.1*
O=Cc1nc2ccccc2c(/C=C/c2ccc(Br)cc2)c1C(=O)c1ccccc1,57.1
O=S(=O)(NCCO)c1ccc(OCCOc2ccc(S(=O)(=O)NCCO)cc2)cc1,68.4
O=C(Nc1ccc(Cl)cc1)Nc1ccc(Cl)cc1,75.5
O=C(CN1CCN(c2ncnc3c2cnn3-c2ccccc2)CC1)Oc1ccccc1,89.6
CCCCn1c(C)nc2ccc(Nc3nc(N4CCCC4)nc4nc[nH]c34)cc21,95.5
CC(O)C1CC1 (stereo not drawn),115.4
N#Cc1c(-c2cc(=O)oc3c2ccc2ccccc23)cc(-c2cc3ccccc3oc2=O)nc1N,102.2
O=C(Nc1cc(C2=NCCN2)cc(C2=NCCN2)c1)Nc1cc(C2=NCCN2)cc(C2=NCCN2)c1,99.9
CCOC(=O)C(C#N)c1ccc2ccccc2c1 (stereo not drawn),119.2
COc1cc(CNc2ccccc2C(=O)N2CCN(C(=O)c3cc(-c4cc(OC)c(OC)c(OC)c4)n4nc(-c5ccccc5)cc4n3)CC2)cc(OC)c1OC,34.7
O=C(Nc1ccccc1C(=O)Nc1nccs1)c1ccccc1,104.5
COc1ccc(-n2c(=O)nc(NCc3ccc(C(C)(C)C)cc3)[nH]c2=O)cc1,118.4
O=C1NC(=O)C(Cc2ccccc2)N1 (stereo not drawn),98.4
C/C(=N\O)c1ccc(NC(=O)c2cc(-c3ccc(S(C)(=O)=O)cc3)nc3ccccc23)cc1,105.0
CCOC(=O)C1OC1(C)c1ccccc1 (stereo not drawn),97.5&107.8
COc1cc(C2CC(c3ccc(Cl)cc3)=NN2c2ccccc2)cc(OC)c1OC (stereo not drawn),86.2
O=[N+]([O-])CC(O)CCl (stereo not drawn),37.8
O=C(O)c1ccc(-n2cc(CO)c(-c3cccc(C(F)(F)F)c3)n2)cc1,96.0
O=C1NC(=O)c2cc(Cl)ccc21,89.8

# Entries from the list above with a CF3 group (four):
SMILES,HL-60(TB)
Nc1nccc2c1ccn2-c1ccc(NC(=O)Nc2cccc(C(F)(F)F)c2)cc1,117.3
CC(=O)N1N=C(c2ccc(Nc3nc(NCCO)nc(NCCO)n3)cc2)CC1c1ccc(C(F)(F)F)cc1 (stereo not drawn),112.3
O=C(CCCCCCNC(=O)C(O)(O)C(F)(F)F)Nc1nc2ccccc2s1,11.3
O=C(O)c1ccc(-n2cc(CO)c(-c3cccc(C(F)(F)F)c3)n2)cc1,96.0

# (list continues)
SMILES,HL-60(TB)
CC1CC=CCC1C(=O)OC/C=C/COC(=O)C1CC=CCC1C (stereo not drawn),78.9
Oc1ccccc1-c1nn(-c2ccccc2)cc1-c1nc2ccccc2s1,85.4
COc1cc(C(=O)n2nc(NCCCc3ccccc3)c3cc(N)ccc32)cc(OC)c1OC,69.5
COc1ccc(C(=O)c2cc(C)c(OC)c(C)c2)c(OC)c1N(C(=O)CCl)C(=O)CCl,-42.3*
COc1cccc(-c2nn(-c3ccccc3)cc2-c2ccnc(NCCNC(=O)c3ccccc3)c2)c1,25.2
N#CSCC1CC(O)(c2ccccc2)C(c2ccccc2)C(c2ccc(Cl)cc2)O1 (stereo not drawn),-1.8*
C=C1C(=O)O[C@H]2[C@H]1CC/C(COC(=O)OCCCCCO)=C\CC[C@@]1(C)O[C@@H]21,51.8
Cc1ccc2nc([C@@H](C)c3ccc4c(c3)[nH]c3ccc(Cl)cc34)[nH]c2c1,87.0
CC(=O)O[C@H]1CC[C@]2(C)[C@H]3CC=C4[C@@H]5[C@H](C)[C@@H](C)CC[C@]5(C(=O)NCCNCCNCCN)CC[C@@]4(C)[C@]3(C)CC[C@H]2C1(C)C,81.6
CCCCN(CCCC)C(C)C(O)c1ccc2cc(Br)c3ccccc3c2c1 (stereo not drawn),99.6
CCOC(=O)c1c(C)oc2ncnc(Nc3ccc(C(=O)Nc4cccc(Cl)c4)cc3)c12,104.7
COc1cc(-c2cc(-c3ccc(Br)cc3)c(C#N)c(N)n2)cc(OC)c1OC,101.9
CSCC[C@@H]1C(=O)N(C)[C@H](C(C)(C)C)N1C(=O)c1ccccc1,110.1
COc1cc(C(=O)/C=C/c2c(-c3ccc(F)cc3)nc3sc(C)cn23)cc(OC)c1OC,-34.0*
COc1cc(OC)c(S(N)(=O)=O)cc1C1=NN(C(C)=O)C(c2ccc(Cl)cc2)C1 (stereo not drawn),107.5
Cc1ccc2nc3nc4ccc[nH]c4cc3c2c1,124.2
CN(C)CCN1C(=O)CC(c2ccccc2)Sc2ccccc21 (stereo not drawn),124.9
C=C(C)[C@@H]1CC[C@]2(C(=O)N[C@H](CO)Cc3ccccc3)CC[C@]3(C)[C@H](CC[C@@H]4[C@@]5(C)Cc6c([nH]c7ccccc67)C(C)(C)[C@@H]5CC[C@]43C)[C@@H]12,15.2
COC(=O)[C@]1(C)CCC[C@]2(C)c3ccc(C(C)C)cc3C(=O)[C@@H](Br)[C@@H]12,68.1
COc1ccc(C(=O)Nc2ccc(-c3cc(=O)c4c(O)c(OC)c(OC)cc4o3)cc2)cc1,90.4
O=C(NCCCl)N(Cc1ccccc1)C(=O)SSCCc1ccccc1,99.5
ON1CCN=C1c1ccccc1Cl,93.1
CC(NCCO)C(O)c1ccccc1 (stereo not drawn),82.9
CC12CCC3C(CCC4CC(=O)CCC43C)C1C/C(=N\O)C2=O (stereo not drawn),54.8
CCC(=O)Nc1cc(Nc2cc(NC3CC3)n3ncc(C#N)c3n2)ccc1C,5.8*
O=C(O)c1ccc(NC(=S)NC(=O)c2ccc(Cl)c(Cl)c2)cc1,101.2
c1ccc(-c2nc(N3CCOCC3)c3c4c(sc3n2)CCCCC4)nc1,79.2
CC1CC2OC2CC1COC(=O)C1CC2OC2CC1C (stereo not drawn),112.4
Cc1cc(C)c2c(=O)[nH][nH]c2n1,112.9
c1ccc(OC[C@@H]2CN(Cc3cn4ccccc4n3)CCO2)cc1,100.2
COc1ccc(/C=C/c2nc(Nc3ccc(C(=O)/C=C/N(C)C)cc3)c3ccccc3n2)cc1,95.1
O=C(Cc1ccccc1)NNc1nc(Cl)nc(Cl)n1,96.5
CCOC(=O)c1noc2c1CCc1c-2cn(Cc2ccc(OC)cc2)c1-c1ccccc1,55.6
CC(=O)[O][Hg][O]C(C)=O,35.2
CCc1ccc(C2=NN(c3ccc(S(N)(=O)=O)cc3)C(c3ccc(OC)c(OC)c3)C2)cc1 (stereo not drawn),97.6

# An excerpt; the hit share may differ from the screen's.
